Source: PubChem BioAssay
MKP-3 inhibition = inhibition of rat DUSP6 enzyme activity – biochemical, in vitro, primary screen (AID 425); recombinant MKP-3 phosphatase activity, fluorescence; higher % means a stronger effect; inhibition, % at 20 µM, or IC50 in µM where a hit was titrated; 110,000 compounds, 0.17% hits; in the data active means inhibition above about 50%;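 further: plate controls were vehicle for no effect and reference inhibitor for full effect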
Hsp70 inhibitors = Hsp70 inhibitors, probe displacement, primary screen, biochemical, fluorescence polarization (AID 583); displacement, % at 20 µM; hits with a dose series show IC50 in µM; 140,000 compounds, 0.06% hits; Hsp70 fluorescence polarization probe displacement, mP; higher % means a stronger effect; in the data active means displacement above about 50%;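 further: plate controls were vehicle for no effect and reference ligand for full effect; a part of the inactive calls stands beside numbers as strong as those of hits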
Numbers without * were called inactive; . = no result given; & = joins results of further samples. The list is partial. The share of hits here may be higher or lower than overall.

molecule,MKP-3 inhibition,Hsp70 inhibitors
CCOc1cc(C2Nc3ccccc3NC3=C2C(=O)CC(c2ccc(OC)c(OC)c2)C3)cc([N+](=O)[O-])c1O (stereo not drawn),1%,2.0%
Cn1c(SCC(=O)Nc2ccc3cn[nH]c3c2)nnc1-c1cnccn1,11%,-3.1%
O=C(C1CCCCN1S(=O)(=O)c1ccccc1)N1CCN(C(c2ccccc2)c2ccccc2)CC1 (stereo not drawn),.,-1.6%
O=C(NC(=S)Nc1ccccc1C(F)(F)F)c1ccco1,2%,6.1%
COc1cc(/C=c2\sc3nc4ccccc4n3c2=O)ccc1OS(=O)(=O)c1ccccc1,2%,1.0%
CCC/C(O)=C1\C(=O)CC(C)(C)CC1=Nc1ccc(C)c(C)c1,-4%,0.5%
Cc1ccccc1N1C(=O)c2ccc(C(=O)Nc3ccc(O)cc3)cc2C1=O,3%,1.8%
COC(=O)C1=NN(C(=O)c2ccccc2)C(O)(c2ccc(OC)cc2)C1 (stereo not drawn),2%,3.7%
CCOC(=O)C(C)Sc1nc2c(c(=O)[nH]c(=O)n2C)n1C/C=C(/C)Cl (stereo not drawn),.,13%
N/C(=N\OC(=O)c1ccc(Br)cc1)c1ccc(Cl)cc1,-1%,2.0%
CCOC(=O)N1CCN(C(=O)CSc2nnc(-c3c[nH]c4ccccc34)n2CCOC)CC1,-5%,2.5%
Cc1cc(C)c(NC(=O)c2ccc(C(=O)Nc3c(C)cc(C)cc3C)cc2)c(C)c1,3%,-1.6%
Cn1c(SCC(=O)Nc2cccc([N+](=O)[O-])c2)nc2ccccc21,4%,-0.7%
CC(C)CNC(=O)CSc1nnc(-c2cccc(S(=O)(=O)N3CCCCC3)c2)o1,.,-1.5%
O=C(O)c1cc(NC(=O)c2ccc(F)cc2)cc(NC(=O)c2ccc(F)cc2)c1,5%,-1.7%
CCc1nnc(NC(=O)CSc2nnc(Cc3ccccc3)n2-c2ccccc2)s1,0%,-0.9%
CN(C)CCC1Sc2ccccc2Oc2ccccc21 (stereo not drawn),.,1.7%
CCOc1cc(C(=O)NCC(C)CN(C)C)cc(OCC)c1OCC (stereo not drawn),-6%,7.2%
CCOC(=O)c1ccc2[nH]c3c(c2c1)CN(C)CC3,-5%,1.0%
O=C(CN1CCCC1)Nc1c2c(nc3ccccc13)N(Cc1ccccc1)CC2,.,-6.6%
O=C1CC(Cc2ccccc2)C(=O)N1c1ccc(Cl)cn1 (stereo not drawn),-9%,-2.7%
CCc1ccc(/C=N\NC(=O)C2CC(=O)N(c3ccc(OC)cc3)C2)cc1 (stereo not drawn),2%,3.6%
COc1ccccc1N1CCN(C(=O)C2CCN(S(=O)(=O)N3CCOCC3)CC2)CC1,6%,-2.7%
Cc1ccc(S(=O)(=O)Nc2ccc(NC(=O)CN3CCCCC3)c(Cl)c2)cc1,.,1.3%
Cc1cc(NC(=O)c2ccc(Cl)cc2[N+](=O)[O-])no1,0%,5.2%
O=[N+]([O-])c1ccc(O)c(/C=N/Nc2nc(-c3ccc(Br)cc3)cs2)c1,8%,-6.1%
CC(Oc1ccc(/C=C2/SC(=S)N(Cc3ccccc3)C2=O)cc1)c1ccccc1 (stereo not drawn),-1%,-4.5%
O=C(CSc1ccc2nnc(-c3cccs3)n2n1)N1CCOCC1,-2%,-4.0%
CC(=O)Nc1ccc(C(=O)Nc2ccccc2C(=O)O)cc1,0%,-4.1%
CC#CCN(CC#CC)S(=O)(=O)c1ccc(S(=O)(=O)N2CCOCC2)cc1,-4%,-4.4%
O=C(NC(Cc1ccccc1)C(=O)NCc1ccco1)OCc1ccccc1 (stereo not drawn),1%,0.4%
CCCc1nnc(SCC(=O)O)n1/N=C/c1ccc2c(c1)OCO2,-8%,4.7%
Cc1cc(SCC(=O)Nc2ccccc2)nc(C)n1,1%,-0.6%
CC(Sc1nc2ccccc2[nH]1)C(=O)Nc1ccc2c(c1)OCCO2 (stereo not drawn),.,5.1%
O=c1/c(=C/c2ccco2)sc2n1CN(c1ccccc1)CN=2,.,0.6%
N/C(=N\S(=O)(=O)c1ccc(Cl)s1)c1ccccc1,-5%,1.0%
CCc1nc(Nc2ccc3c(c2)OCCO3)c2oc3ccccc3c2n1,.,-1.8%
CC(C)CCNC(=O)C(c1cccnc1)N(CCc1ccccc1)C(=O)Cn1nnc2ccccc21 (stereo not drawn),.,0.5%
CC(=O)c1cc(C#N)c(SCc2ccc(F)cc2)nc1C,.,-1.2%
CCOc1ccccc1-n1nnnc1SCC(=O)Nc1cc2oc3ccccc3c2cc1OC,-4%,-2.4%
CCCCN(C(=O)c1c(C)[nH]c(C(=O)OCC)c1C)c1ccccc1,5%,5.8%
CCCC12C(=O)C(C)(C(c3ccccc3)=C1c1ccccc1)C1C(=O)N(c3ccccc3Cl)C(=O)C12 (stereo not drawn),0%,-0.7%
CCn1c(SCC(=O)NCc2cccs2)nnc1-c1ccco1,-13%,-4.4%
Cc1cc(C(=O)Nc2ccc(S(=O)(=O)Nc3onc(C)c3C)cc2)cs1,-4%,3.7%
O=C1CSC(c2ccccc2F)N1c1ccccc1 (stereo not drawn),-2%,1.7%&4.1%
CCN(CC)S(=O)(=O)c1ccc2c(c1)nc(CCC(=O)Nc1cccc(C(F)(F)F)c1)n2CC,.,1.5%
CC(C)C(=O)Nc1nc(-c2ccccc2)ns1,.,4.1%
COc1cccc(/C=C2/SC(=S)N(CCC(=O)Nc3ccc(O)cc3)C2=O)c1,1%,7.6%
Cc1ccc(C)n1-c1ccc(O)c(C(=O)O)c1,100%*,98%*
CCOCCCNC(=O)C1CCN(C(=O)Nc2ccc(C)cc2)CC1,-4%,5.3%

The list continues.
molecule,MKP-3 inhibition,Hsp70 inhibitors
c1nc(N2CCN(Cc3ccc4c(c3)OCO4)CC2)c2[nH]cnc2n1,-8%,.
CCOc1cc(OCC)cc(C(=O)Nc2ccc(C(C)=O)cc2)c1,1%,2.2%
COC(=O)c1cc(C(=O)N2CC(C)OC(C)C2)cc([N+](=O)[O-])c1 (stereo not drawn),2%,-2.9%
CC1(C)CC(NC(=O)c2ccc(I)cc2)CC(C)(C)N1,-3%,1.7%
C/C(=N\NC(=O)c1cccc([N+](=O)[O-])c1)c1cccnc1,0%,2.6%
CN1CCN(C(=O)c2ccc3ccccc3c2)CC1,0%,0.1%
CCOc1cc(Cl)c(S(=O)(=O)NCc2ccccn2)cc1Cl,.,2.3%
Cc1cc(C)nc(SCC(=O)Nc2ccc(S(=O)(=O)N3CCCCC3)cc2)n1,.,-1.4%
C=CCNC(=O)CC(C)C(CCCCC)C(=O)O (stereo not drawn),-16%,-0.2%
C=CCOc1cccc(C2C(C(=O)c3ccco3)=C(O)C(=O)N2Cc2ccncc2)c1 (stereo not drawn),-8%,1.0%
Cc1ccc(-n2c(SCC(=O)NCC3CCCO3)nc3c(c2=O)SCC3)cc1 (stereo not drawn),4%,5.6%
Cc1cccc(-c2cc3nc4c(c(N5CCOCC5)n3n2)CCCC4)c1,0%,3.8%
Cc1cccc(C)c1NC(=O)CSc1nnc(C)n1-c1ccccc1,.,-1.9%
COc1cc(/C=N/NC(=O)c2cccs2)ccc1OCc1ccccc1,.,2.3%
CCN(CC)c1ccc(C=Nc2ccc(S(N)(=O)=O)cc2)c(O)c1,-4%,-5.6%
Cc1nn(-c2ccccc2)c(C)c1C(=O)OCC(=O)N1CC(=O)Nc2ccccc21,-8%,0.4%
CC(NC(=O)/C(CCCC#N)=N/O)c1ccccc1 (stereo not drawn),-3%,-3.3%
N#CC(c1ccc(F)cc1)c1ccc(C(=O)c2ccccc2)cc1 (stereo not drawn),.,-0.1%
COc1cccc(OCCCCCCN2CCOCC2)c1,.,8.9%
CCSc1nnc(NC(=O)Cc2ccc(OC)c(OC)c2)s1,.,1.0%
Cc1ccc(C)c(NC2=C(Cl)C(=O)N(c3cccc(Cl)c3)C2=O)c1,1%,-1.3%
COc1ccc2c(c1OC)C(=O)N(c1cccc(C(F)(F)F)c1)C2,-9%&1%,-0.3%&0.2%
O=C(Nc1ccccc1N1CCOCC1)c1cnccn1,.,4.3%
O=C(CN(C(=O)CCC(=O)Nc1nccs1)c1ccc(F)cc1)NCc1ccco1,-20%,1.2%
Brc1ccc(NCn2nnc3ccccc32)cc1,-3%,-3.7%

Single values from the list.
For MKP-3 inhibition, COc1ccc2c(c1OC)C(=O)N(c1cccc(C(F)(F)F)c1)C2 is listed with -9%&1%
For MKP-3 inhibition, Cc1ccc(C)c(NC2=C(Cl)C(=O)N(c3cccc(Cl)c3)C2=O)c1 is listed with 1%
For Hsp70 inhibitors, CN1CCN(C(=O)c2ccc3ccccc3c2)CC1 is listed with 0.1%

Continuation:
SMILES	MKP-3 inhibition	Hsp70 inhibitors
O=[N+]([O-])c1nn(-c2ccc3c(c2)OCCO3)n(O)c1=NCCCO	.	1.7%
Cc1cc2c(cc1C)NC(c1nc3ccccc3[nH]1)C1=C(CC(C)(C)CC1=O)N2 (stereo not drawn)	.	1.9%
Cc1ccccc1Cn1c(-c2cncs2)nc2ccccc21	-1%	1.4%
CN1CCN(c2ccccc2NC(=O)c2ccc(Br)o2)CC1	2%	1.6%
CCCc1cnc(-c2ccc(F)cc2)nc1	0%	1.8%
CCOC(=O)c1c(C)[nH]c(C)c1C(=O)COC(=O)CNC(=O)c1ccc(OCC)cc1	2%	3.4%
N#Cc1c(N)sc2c1CCN(C(=O)OCc1ccccc1)C2	1%	-4.0%
Cc1ccc(C)c(-c2nc3ccccc3c(C(=O)O)c2C)c1	3%	-4.5%
CCCCNc1nc2c(c(=O)[nH]c(=O)n2C)n1CCOc1ccccc1	-8%	6.2%
CCOC(=O)C1=C(C)NC(=O)NC1c1c(C)nn(-c2ccccc2)c1Cl (stereo not drawn)	12%	-4.8%
CN(C)C=Nc1ccn(Cc2ccccc2)c(=O)c1C#N	-2%	3.2%
CCN(CC)S(=O)(=O)c1cccc(C(=O)OCC(=O)C23CC4CC(CC(C4)C2)C3)c1	.	-2.7%
Cc1cc(C)cc(OCC(=O)Nc2cccc(-c3nnc(-c4ccco4)o3)c2)c1	0%	4.9%
O=[N+]([O-])c1cccc(-c2csc(N/N=C\c3ccccc3O)n2)c1	4%	1.7%
CCN(CC)Cc1c(C(=O)OC(C)C)nnn1-c1nonc1N	0%	-6.5%
CCc1ccc(OCCNC(=O)c2ccc(S(=O)(=O)N(C)C)cc2)cc1	.	-1.3%
CCCC1CCC(C2=N/C(=C\c3ccc(OC)c(OC)c3)C(=O)O2)CC1 (stereo not drawn)	.	5.3%
COc1ccc(C(=O)c2ccc(OC)c3cccc(O)c23)cc1OC	0%	-2.0%&1.2%
COc1ccc(N2CCN(Cc3cc(=O)oc4ccc5ccccc5c34)CC2)cc1	2%	2.5%
O=C(O)C(Cc1ccccc1)P(=O)(O)CN1CCOCC1 (stereo not drawn)	1%	-4.0%
Cc1cccc(NC(=O)C2CCN(S(=O)(=O)c3cccc4cccnc34)CC2)n1	5%	2.5%
COc1ccc(OC)c(N2C(=O)CC(C(C)c3ccccc3)C2=O)c1 (stereo not drawn)	-10%	-0.5%
Cc1ccccc1N(CC(=O)NCC1CCCO1)C(=O)C1(C)CC(=O)N=C2C=CC=CN21 (stereo not drawn)	-4%	-1.1%
CCOC(=O)CSc1nc2ccccc2n1CC(=O)N(C(C)C)C(C)C	-10%	-1.0%
CSc1ccccc1NC(=O)c1cnc2scc(C)n2c1=O	0%	-2.9%
COc1ccc(CNC(=O)CSc2nc(-c3ccccc3)cc(-c3cccs3)c2C#N)cc1	.	-3.3%
O=C(NCc1ccccc1)c1cc(-c2ccco2)on1	-4%	-8.9%
O=C(Nc1ccc(S(=O)(=O)Nc2ncccn2)cc1)c1cc([N+](=O)[O-])ccc1Cl	4%	4.2%
CCN(CC)S(=O)(=O)c1cccc(-c2nnc(-c3ccc(C)cc3)o2)c1	.	3.3%
Cc1ccc(-c2noc(CCC(=O)N3CCCc4ccccc43)n2)cc1	6%	2.8%
COc1cc(NC(=O)c2cccnc2)c(OC)cc1NC(C)=O	0%	0.1%
CCc1ccccc1NC1=C(Cl)C(=O)N(c2ccccc2Cl)C1=O	2%	-2.3%
O=C(NCc1ccccc1)c1cc(-c2ccco2)nc2ccccc12	1%	6.9%
S=C(NC1CCCCC1)c1ccc2c(c1)OCO2	.	-6.0%
O=C(Nc1ccc(-c2cnc(-c3ccc(NC(=O)C(F)(F)F)cc3)nc2)cc1)C(F)(F)F	-1%	4.5%
CCc1ccccc1NC(=O)COc1ccc(C)cc1	-1%	2.9%
CCOc1ccc(-c2nnc(N(CC)C(=O)C3CCC3)s2)cc1	0%	6.3%
O=C(OCc1cc(-c2ccccc2)no1)c1ccc2ccccc2n1	-9%	8.5%
COc1ccc(S(=O)(=O)N(CC(=O)NCCc2ccc(OC)c(OC)c2)Cc2ccccc2)cc1	2%	-4.1%

Full records as entered above.
Listed for CC(=O)c1cc(C#N)c(SCc2ccc(F)cc2)nc1C → MKP-3 inhibition: .; Hsp70 inhibitors: -1.2%
Listed for S=C(NC1CCCCC1)c1ccc2c(c1)OCO2 → MKP-3 inhibition: .; Hsp70 inhibitors: -6.0%
Listed for CN1CCN(C(=O)c2ccc3ccccc3c2)CC1 → MKP-3 inhibition: 0%; Hsp70 inhibitors: 0.1%
